HTR5A inv ctr – HTR5A inverse agonism, opioid heterodimer counter-screen; P47898; HTR5A cell line, luminescence; inhibition, % at 9.3 µM; 0.083% of 340,000 active; AID 504634; in the data active means inhibition mostly above about 23%, no sharp cut-off; inactive means mostly below about 18%;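 further: 0% = cells with DMSO and 100% = no-cell wells with DMSO; some compounds called inactive have numbers as strong as hits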
AddAB inh – less growth of phage-infected E. coli with AddAB; 0.29% of 330,000 active; E. coli expressing H. pylori AddAB, absorbance growth; AID 435030; inhibition, % at 11.9 µM; in the data active means inhibition above about 12%;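 further: 0% = vehicle wells of infected cells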
Tat export inh – inhibitors of E. coli Tat protein transport | E. coli MC4100 TorA-mCherry Tat export, fluorescence | 0.036% of 340,000 active | inhibition, % at 10 µM;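 active means mean replicate inhibition at least 50% and at least half of replicates individually reaching 50%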;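 further: exported cargo escapes ClpAP degradation while cytoplasmic cargo is degraded and loses fluorescence; 0% = median of neutral control wells and 100% = median of NaSCN control wells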
PKA-R1A act – activates the PKA-R1A holoenzyme complex. P00514+P68181. PKA-R1A dissociation, Cy5-IP20 fluorescence polarization; scaled: DMSO 0%, 113 µM cGMP 100%. activation, % at 11.4 µM. 0.083% of 340,000 active. AID 504707;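 active means percent activation above the mean of all tested compounds plus 3 SD, cut at about 19% in these data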;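 further: higher means more PKAc released from R1A so a rise in polarization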
HTR5A ag – HTR5A agonism, opioid heterodimer counter-screen; P47898; HTR5A agonist assay, luminescence, cell-based; activation, % at 9.3 µM; 0.61% of 340,000 active; AID 504692; in the data active means activation mostly above about 9.5%, no sharp cut-off; inactive means mostly below about 7.6%;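 further: 0% = cells with vehicle only and 100% = reference agonist; strong numbers were not always called active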
PKA-R2B activ – activators of human PKA-R2B complex. activation, % at 11.4 µM. PKA-R2B holoenzyme dissociation, Cy5-IP20 fluorescence polarization; R2B truncated from residue 108, S112A mutant; 0% DMSO only, 100% 113 µM cGMP. P22694+P31323. AID 504700. 0.079% of 340,000 active;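 active means activation above a cutoff set at the mean over all compounds plus 3 SD, cut at about 18% in these data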;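 further: higher means more holoenzyme dissociation and a rise in polarization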
Target sequence (P31323 whole entry, looked up, other chains not shown, the tested form may be a part): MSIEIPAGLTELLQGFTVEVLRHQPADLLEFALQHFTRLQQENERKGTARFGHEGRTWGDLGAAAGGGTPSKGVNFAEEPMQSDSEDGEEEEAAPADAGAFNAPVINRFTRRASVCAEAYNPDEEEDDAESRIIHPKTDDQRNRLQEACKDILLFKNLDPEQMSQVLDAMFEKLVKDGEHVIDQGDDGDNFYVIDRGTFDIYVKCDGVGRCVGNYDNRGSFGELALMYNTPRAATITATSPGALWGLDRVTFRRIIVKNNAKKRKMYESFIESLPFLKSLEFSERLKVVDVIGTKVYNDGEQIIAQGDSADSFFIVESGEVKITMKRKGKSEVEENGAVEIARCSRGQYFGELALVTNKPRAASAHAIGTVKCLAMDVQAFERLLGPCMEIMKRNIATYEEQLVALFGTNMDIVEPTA
Ecoli viability – reduces bacterial viability in AddAB counter-screen; AID 449728; E. coli V3065 growth, OD600 absorbance, 18 h; inhibition, % at 11.9 µM; 0.27% of 330,000 active;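 active means inhibition above the campaign's mean inhibition across all tested compounds plus 3 SD, cut at about 9.9% in these data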;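 further: uninfected addAB+ strain grown without phage in ampicillin broth; 0% = DMSO wells and 100% = ciprofloxacin 0.95 µg/ml wells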
SUMO Mot1 rescue – inhibitors of SUMOylation pathway: yeast Mot1-301 growth rescue; S. cerevisiae Mot1-301 growth rescue, ATP luminescence, 38.5C; percent above DMSO median, 100 means doubled; growth rescue, % at 18.8 µM; 1% of 320,000 active; AID 2716;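 active means every valid replicate shows activation above 250% relative to neutral control wells; inactive means the rest, any valid replicate at or below 250%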;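 further: OY570 slx delta 5 strain wells were the positive control but not used for scaling; some compounds called inactive have numbers as strong as hits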
CDK5 p35 inh – CDK5/p35 (human) kinase inhibition. Recombinant CDK5/p35, ADP-Glo luminescence, 60 min. inhibition, % at 10 µM. 0.01% of 330,000 active;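 active means highest replicate inhibition of at least 50% and at least 75% of replicates reaching 50%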;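 further: plate controls were DMSO neutral control for no effect and GW8510 at 10 µM for full effect; many of its hits are not listed in these tables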
DAGLB inhibitor – blocks human DAGLB lipase activity | inhibition, % at 5.17 µM | HEK293T DAGLB membrane lysate, EnzChek fluorogenic substrate | 0.059% of 340,000 active | Q8NCG7 | AID 504411; in the data active means inhibition above about 34%;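 further: 0% = enzyme with vehicle and 100% = wells lacking enzyme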
Target sequence (Q8NCG7 whole entry, looked up): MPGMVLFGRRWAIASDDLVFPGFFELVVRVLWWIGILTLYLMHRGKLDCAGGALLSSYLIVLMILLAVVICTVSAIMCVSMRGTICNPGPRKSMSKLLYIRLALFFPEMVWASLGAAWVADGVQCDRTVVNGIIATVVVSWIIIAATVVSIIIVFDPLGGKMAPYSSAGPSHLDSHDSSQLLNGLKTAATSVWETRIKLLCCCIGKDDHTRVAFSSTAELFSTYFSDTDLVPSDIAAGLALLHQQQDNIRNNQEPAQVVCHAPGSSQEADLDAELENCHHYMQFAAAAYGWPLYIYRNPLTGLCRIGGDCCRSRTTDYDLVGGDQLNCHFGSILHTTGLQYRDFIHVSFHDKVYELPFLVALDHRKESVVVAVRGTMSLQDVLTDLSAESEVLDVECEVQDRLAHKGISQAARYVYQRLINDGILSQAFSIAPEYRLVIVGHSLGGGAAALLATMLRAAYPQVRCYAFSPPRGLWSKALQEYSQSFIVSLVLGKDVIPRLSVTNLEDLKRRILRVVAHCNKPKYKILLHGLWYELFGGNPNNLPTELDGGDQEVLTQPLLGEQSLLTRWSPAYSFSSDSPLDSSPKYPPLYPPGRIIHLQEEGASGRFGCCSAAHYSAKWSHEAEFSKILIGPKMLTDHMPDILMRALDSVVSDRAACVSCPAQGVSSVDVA
phage Ecoli inh – E. coli growth loss with phage present | growth absorbance | inhibition, % at 11.9 µM | 0.26% of 360,000 active | AID 651602; in the data active means inhibition above about 11%
* hit, by the source's call; . = no result given.

SMILES	HTR5A inv ctr	AddAB inh	Tat export inh	PKA-R1A act	HTR5A ag	PKA-R2B activ	Ecoli viability	SUMO Mot1 rescue	CDK5 p35 inh	DAGLB inhibitor	phage Ecoli inh
O=C(c1ccoc1)N1CCCC(N2CCN(c3cccc(C(F)(F)F)c3)CC2)C1 (stereo unspecified)	5	2.3	1	-5	-2	3	-0.3	6	0.1	1	1.1
NC(=O)C1CC(=O)N(c2ccc(OCc3ccc([N+](=O)[O-])cc3)cc2)C1 (stereo unspecified)	-13	1.8	11	5	3	4	-2.3	-3	-0.1	0	0.8
CCN(CC)C(=O)c1sc(NC(=O)c2ccc(C)c([N+](=O)[O-])c2)c(C#N)c1C	3	2.4	1	-16	-1	6	-1.6	-16	-1.5	2	1.5
CC(=O)SCC(C)C(=O)NCc1ccccc1 (stereo unspecified)	-10	0.8	-11	13	-4	-4	1.4	-17	-2.3	2	1.1
Cc1[nH]c2ccccc2c1C(=O)C(=O)N1CCN(c2cccc(Cl)c2)CC1	-17	2.0	0	-13	5	-4	1.4	32	-1.7	2	1.9
O=[N+]([O-])c1cccc(/C=N\N=C2c3ccccc3-c3ccccc32)c1O	4	-1.5	-1	-8	-1	-6	-2.1	-7	1.5	2	4.4
O=C(NNC(=O)C12CC3CC(CC(C3)C1)C2)c1ccncc1	-8	3.4	0	-7	1	13	-0.6	-5	1.5	1	0.4
COc1cccc(Oc2ccc(C(F)(F)F)cc2NC(=O)c2cccc(F)c2)c1	4	2.2	-2	1	-1	-7	2.2	-26	-2.5	-15	1.3
O=C(O)c1ccc(N=Cc2c(O)ccc3oc4c(c23)CCCC4)cc1	-4	-0.4	3	-6	1	1	0.2	7	1.3	1	4.5
Cn1ncc(Cl)c1C(=O)NCc1ccco1	-1	3.1	1	-4	0	-6	0.6	4	-1.9	-2	4.8
CCOC(=O)c1cc(-c2cccc([N+](=O)[O-])c2)n[nH]1	1	0.2	-5	3	0	-13	1.3	68	-0.4	-2	0.5
CC(C)(C)NC(=O)C[C@H]1C[C@H](C(=O)N2CCCCC2)[C@@]2(CCc3ccccc3)c3[nH]c4ccc(Cl)cc4c3CCN2C1=O	-6	0.2	2	-5	2	-7	0.0	.	-1.9	-3	-0.2
CCOC(=O)C1(Cc2ccccc2)CCN(C2Cc3ccccc3C2)CC1	4	-0.3	-3	5	-3	4	1.9	16	0.7	-4	2.8
Cc1noc(C)c1S(=O)(=O)N1CCC(C(=O)Nc2ccc(Br)cc2)CC1	-2	3.1	-2	-7	0	-11	-0.5	4	-2.7	0	2.7
COc1ccc(OC)c(C2/C(=C(/O)c3cnn(-c4ccccc4)c3C)C(=O)C(=O)N2CCN(C)C)c1 (stereo unspecified)	-11	-1.8	1	-7	4	-7	1.5	-8	0.2	-1	2.2
Cc1c(C(=O)N(C)C)sc(NC(=O)c2cccc([N+](=O)[O-])c2)c1C#N	-2	-1.9	4	10	-5	-3	-3.9	-6	-1.1	3	2.6
CCOc1ccc(NC2OC(CO)C(O)C(O)C2O)c([N+](=O)[O-])c1 (stereo unspecified)	-9	-3.1	-3	-13	3	5	-0.8	7	-1.9	3	5.2
CSCCC(NC(=O)c1cc(C(C)(C)C)oc1C)C(=O)O (stereo unspecified)	-15	2.4	-4	3	4	-9	0.3	8	-0.5	0	3.3
COc1ccc(-n2ccnc2SCC(=O)Nc2cc(C)on2)cc1	18	1.0	1	-2	9	-5	0.3	-7	-2.7	-2	2.6
CN(C)CCCNC(=O)CC1C[C@H](C(=O)N2CCOCC2)[C@@]2(CCC3CCCC3)c3[nH]c4ccccc4c3CCN2C1=O (stereo partly specified)	8	-0.7	-4	-4	-2	-6	-2.9	-24	-0.7	1	0.3
Nc1[nH]c(=O)[nH]c(=O)c1N=Nc1cccc(Cl)c1	-3	4.2	-6	-10	-4	-8	1.9	5	-0.4	1	4.1
O=C(Cc1ccc(Cl)cc1)N/N=C/c1cccc(O)c1	-19	-0.2	15	-1	5	-7	-2.7	10	-5.2	3	0.1
O=C(O)c1ccc(NC(=S)NC(=O)C(c2ccccc2)c2ccccc2)cc1	-5	1.5	-8	-10	1	3	1.1	11	2.3	7	1.8
CCN1C(=O)[C@@H]2[C@@H](c3ccc(-c4ccccc4)cc3)N3CCC[C@@]3(C(=O)OC)[C@@H]2C1=O	-29	1.7	1	5	2	2	0.7	2	0.3	0	-0.2
COc1ccc(OC)c(NC(=O)c2cc3n(n2)C(C(F)(F)F)CC(c2ccc4c(c2)OCO4)N3)c1 (stereo unspecified)	-7	0.0	-6	-1	2	-15	0.5	-4	-18	-6	0.9
O=C(CN1CCN(c2ccc(F)cc2)CC1)c1cccs1	-5	-3.1	-12	0	2	12	-0.4	5	-3.1	0	1.9
CN(C)S(=O)(=O)c1cccc(NC(=O)CO/N=C(\N)c2ccccc2)c1	-13	-1.9	-9	4	5	-15	-2.4	14	0.4	4	1.3
CCN(CC)S(=O)(=O)c1ccc2oc(SCC(=O)Nc3cc(C)on3)nc2c1	11	-2.9	-4	0	-4	-1	-3.2	-1	-0.5	-1	1.0
Cc1c(O[C@@H]2O[C@H](CO)[C@@H](O)[C@H](O)[C@H]2O)ccc2c1oc(=O)c1ccccc12	10	.	22	-3	-3	-15	.	-13	-1.6	-2	2.5
CN(Cc1ccccc1)Cc1nc2c(c(=O)n(C)c(=O)n2C)n1Cc1ccc(Cl)cc1	11	0.5	10	-6	8	4	1.5	-40	0.6	0	1.2
CCOC(=O)c1c(C)nc2sc3c(=O)n(-c4ccc(C(C)=O)cc4)nnc3c2c1-c1ccc(OC)cc1	-21	0.6	4	13	-6	-2	-1.8	.	1.2	-2	0.1
O=C(O)c1ccc(CS(=O)(=O)Cc2ccccc2F)o1	-11	0.1	-9	6	4	-2	-1.7	181	-2.0	2	4.3
O=C(O)/C=C/C(=O)Nc1ccccc1C(=O)Nc1ccccc1	-5	2.7	-2	-8	1	4	-0.5	-19	1.3	-2	3.5
O=C(Nc1ccc(N2CCOCC2)cc1)C1CCCN(S(=O)(=O)c2ccccc2)C1 (stereo unspecified)	-18	0.9	-4	5	1	-5	-3.4	-3	-1.4	2	0.3
Cc1ccc2c(N)c(C#N)sc2n1	-14	3.6	-7	2	0	-15	1.6	-5	1.4	1	1.5
Cc1cc(C(=O)CN2C(=O)NC(CC(C)C)C2=O)c(C)n1-c1ccccc1F (stereo unspecified)	-16	1.5	-7	-4	1	4	1.9	26	-0.7	2	2.2
COc1ccc(C(=O)N2CCOC2CNC(=O)C(=O)NCc2ccc(F)cc2)cc1 (stereo unspecified)	12	-0.4	-4	1	-3	9	0.9	7	-1.9	1	0.2
O=C(NC1CCCCCC1)C1CCN(S(=O)(=O)c2cnc[nH]2)CC1	-16	0.7	-3	1	-3	-5	2.0	12	-0.1	-1	4.1
COc1nc(N=C(N)N)nc2c(C)cccc12	-14	4.6	7	0	-2	-12	1.8	-3	0.5	-1	3.8
CC(OC(=O)c1ccco1)C(=O)NC1CCCCC1 (stereo unspecified)	-19	3.4	-5	-5	-1	-7	-0.2	74	1.0	-2	2.6

As a working copy, 4 of the compounds above:
SMILES	HTR5A inv ctr	AddAB inh	Tat export inh	PKA-R1A act	HTR5A ag	PKA-R2B activ	Ecoli viability	SUMO Mot1 rescue	CDK5 p35 inh	DAGLB inhibitor	phage Ecoli inh
O=C(c1ccoc1)N1CCCC(N2CCN(c3cccc(C(F)(F)F)c3)CC2)C1 (stereo unspecified)	5	2.3	1	-5	-2	3	-0.3	6	0.1	1	1.1
NC(=O)C1CC(=O)N(c2ccc(OCc3ccc([N+](=O)[O-])cc3)cc2)C1 (stereo unspecified)	-13	1.8	11	5	3	4	-2.3	-3	-0.1	0	0.8
CCN(CC)C(=O)c1sc(NC(=O)c2ccc(C)c([N+](=O)[O-])c2)c(C#N)c1C	3	2.4	1	-16	-1	6	-1.6	-16	-1.5	2	1.5
CC(=O)SCC(C)C(=O)NCc1ccccc1 (stereo unspecified)	-10	0.8	-11	13	-4	-4	1.4	-17	-2.3	2	1.1

(more compounds)
SMILES	HTR5A inv ctr	AddAB inh	Tat export inh	PKA-R1A act	HTR5A ag	PKA-R2B activ	Ecoli viability	SUMO Mot1 rescue	CDK5 p35 inh	DAGLB inhibitor	phage Ecoli inh
Cc1oc(-c2ccc(Cl)cc2)nc1CS(=O)CC(=O)NCCCN1CC(C)CC(C)C1 (stereo unspecified)	0	0.3	1	-8	0	-7	-1.1	-16	.	-1	-1.1
CC(NC(=O)c1cc(-c2ccccn2)nc2ccc(Cl)cc12)C1CCCO1 (stereo unspecified)	6	2.0	-2	-2	1	-1	1.5	103	0.7	3	1.2
CC(C)NC(=O)N(C)C[C@H]1Oc2ccc(NC(=O)CCN3CCOCC3)cc2C(=O)N([C@H](C)CO)C[C@@H]1C	-1	3.2	-6	-18	0	-1	1.4	.	0.5	-3	4.2
CC(=O)N(C)c1ccc(NC(=O)c2cnn(C)c2)cc1	-6	-0.6	-6	-24	2	-7	1.4	0	-0.4	-2	1.4
Cc1cc(=O)oc2ccc(OC(C)C(=O)O)cc12 (stereo unspecified)	3	1.1	-1	-1	-1	-6	-0.9	7	-0.7	3	2.2
Cc1nonc1NC(=O)CSc1ccccn1	-25	-0.3	-6	4	-2	-3	-1.1	-8	-0.5	-2	-0.8
COc1cccc(CN2c3ccc(Br)cc3C(=O)CS2(=O)=O)c1	-13	0.9	2	2	5	-11	-0.4	8	-3.2	29	4.1
COCCCN1C(=O)CC(C(=O)OC)=C1C	1	3.1	2	0	0	9	0.7	84	-0.8	-1	2.7
COc1ccc(C)cc1N(CC(=O)N/N=C/c1ccc2c(c1)OCO2)S(C)(=O)=O	21	0.9	5	-9	7	5	2.7	90	0.5	-1	5.9

An excerpt of these results, with values under each structure:
Value order: HTR5A inv ctr	AddAB inh	Tat export inh	PKA-R1A act	HTR5A ag	PKA-R2B activ	Ecoli viability	SUMO Mot1 rescue	CDK5 p35 inh	DAGLB inhibitor	phage Ecoli inh
CC(C)NC(=O)N(C)C[C@H]1Oc2ccc(NC(=O)CCN3CCOCC3)cc2C(=O)N([C@H](C)CO)C[C@@H]1C
  -1	3.2	-6	-18	0	-1	1.4	.	0.5	-3	4.2
CC(=O)N(C)c1ccc(NC(=O)c2cnn(C)c2)cc1
  -6	-0.6	-6	-24	2	-7	1.4	0	-0.4	-2	1.4
Cc1cc(=O)oc2ccc(OC(C)C(=O)O)cc12 (stereo unspecified)
  3	1.1	-1	-1	-1	-6	-0.9	7	-0.7	3	2.2
Cc1nonc1NC(=O)CSc1ccccn1
  -25	-0.3	-6	4	-2	-3	-1.1	-8	-0.5	-2	-0.8
COc1cccc(CN2c3ccc(Br)cc3C(=O)CS2(=O)=O)c1
  -13	0.9	2	2	5	-11	-0.4	8	-3.2	29	4.1
COCCCN1C(=O)CC(C(=O)OC)=C1C
  1	3.1	2	0	0	9	0.7	84	-0.8	-1	2.7
